# RBX1-CUL1 inh: human ROC1-CUL1 E3 ligase inhibition; P62877+Q13616; in vitro K48 di-Ub FRET, acceptor:donor ratio, 45 min; inhibition, % at 10 µM; hit rate 0.6% among 140,000; in the data active = inhibition above about 25%
# Target sequence (P62877 whole entry, looked up): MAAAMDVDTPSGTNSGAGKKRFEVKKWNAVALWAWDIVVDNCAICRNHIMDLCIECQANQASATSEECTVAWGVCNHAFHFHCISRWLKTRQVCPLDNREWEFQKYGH
# Target sequence (Q13616 whole entry, looked up): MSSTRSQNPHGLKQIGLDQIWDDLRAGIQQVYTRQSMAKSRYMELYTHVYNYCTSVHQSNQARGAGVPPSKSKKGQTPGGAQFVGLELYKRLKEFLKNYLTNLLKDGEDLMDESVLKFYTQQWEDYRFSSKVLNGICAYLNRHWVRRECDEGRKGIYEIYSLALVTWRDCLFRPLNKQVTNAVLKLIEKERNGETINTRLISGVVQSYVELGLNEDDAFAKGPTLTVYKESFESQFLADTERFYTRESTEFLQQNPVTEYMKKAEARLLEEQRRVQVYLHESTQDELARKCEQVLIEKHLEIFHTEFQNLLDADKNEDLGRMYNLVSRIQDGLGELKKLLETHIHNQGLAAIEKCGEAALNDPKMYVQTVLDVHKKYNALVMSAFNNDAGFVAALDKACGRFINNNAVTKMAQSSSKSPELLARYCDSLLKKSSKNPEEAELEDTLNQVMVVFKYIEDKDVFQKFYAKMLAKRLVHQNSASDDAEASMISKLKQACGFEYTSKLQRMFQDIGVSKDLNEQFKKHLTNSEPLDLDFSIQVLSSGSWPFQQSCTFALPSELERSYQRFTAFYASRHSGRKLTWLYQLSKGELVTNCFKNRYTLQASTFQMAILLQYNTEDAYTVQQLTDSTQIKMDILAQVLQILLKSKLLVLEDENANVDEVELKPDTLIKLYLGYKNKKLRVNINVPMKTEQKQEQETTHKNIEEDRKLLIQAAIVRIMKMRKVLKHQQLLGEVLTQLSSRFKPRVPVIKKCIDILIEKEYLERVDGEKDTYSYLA
# * = called active by the depositor; & = joins results of further samples.
SMILES,RBX1-CUL1 inh
CCOc1ccc(NC(=O)CC2C(=O)N(c3ccc(Cl)cc3)C(=O)N2Cc2cccs2)cc1 (stereo not given),-1
Cc1cc(OCC(=O)NNC(=O)c2ccc(O)cc2O)cc(C)c1Cl,13
O=S(=O)(c1c(F)cccc1F)N1CCN(Cc2ccc3c(c2)OCO3)CC1,10
O=C(O)CCCC(=O)NCc1ccc(Cl)c(Cl)c1,-1
CC(Nc1ccc(-c2nc(-c3ccco3)no2)cc1[N+](=O)[O-])c1ccccc1 (stereo not given),2
CC(=O)N1C(=O)COc2ccccc21,1
CCN1C(=O)C(=Cc2cccc(OC)c2OCc2ccc(Cl)cc2)C(=O)N(CC)C1=S,4
CNC(=O)OCCc1ccc(-c2ccccc2)o1,0
Cc1cccc(CC(=O)N2CC(=O)Nc3ccc(C)cc3C2c2ccc(F)cc2)c1 (stereo not given),1
O=C(CSc1nnc(-c2ccccc2)o1)Nc1ccc(Cl)cn1,1
COc1ccc(CNC(=O)CN2C(=O)COc3ccc(S(=O)(=O)N4CCC(C)CC4)cc32)cc1,-3
CCn1cc2nc(SCc3ccccc3Cl)n(Cc3ccc(OC)cc3)c(=O)c2n1,-14
Cc1c(Br)c(=O)oc2cc(O)c(Cl)cc12,7
Cn1cc(CN2CCNC(=O)C2)c(-c2ccccc2F)n1,9
CCN(C(=O)c1cn(-c2cccc(OC)c2)c(=O)c2ccccc12)c1ccccc1C,2
CCC(Oc1ccc(F)cc1)C(=O)N1CCN(c2ccccc2)CC1 (stereo not given),-5
CCOC(=O)C1CCCN(C(=O)c2nn(-c3ccc(OC)cc3)c(=O)c3c2c2ccccc2n3C)C1 (stereo not given),-3
CCOC(=S)SCC(=O)Nc1nc(-c2ccccc2)c(-c2ccccc2)s1,1
O=S(=O)(c1ccccc1)c1nc(-c2ccc(F)cc2)oc1NCc1ccccc1,-7
O=C(NCc1ccccc1)C(=O)NCC(c1cccs1)S(=O)(=O)c1cccs1 (stereo not given),3
O=C(NCCC1=CCCCC1)C1CC12CCN(C(=O)CCc1ccc3c(c1)OCO3)CC2 (stereo not given),1
O=C(NNC(=O)c1sc2cccc(Cl)c2c1Cl)Nc1ccccc1,-1
COCCN1CCN(C(=O)CC2(c3ccccc3)CC(=O)N(CCCOc3cccnc3)C2=O)CC1 (stereo not given),-2
CCOc1ccc(CCNC(=O)CN2C(=O)COc3ccc(S(=O)(=O)N4CCC(C)CC4)cc32)cc1,9
CCOC(=O)C1(CCc2ccccc2)CCCN(C(=O)CCN2CCCCO2)C1 (stereo not given),7

# Overlap with the part before: 5 compounds, then new ones.
SMILES,RBX1-CUL1 inh
O=C(NCCC1=CCCCC1)C1CC12CCN(C(=O)CCc1ccc3c(c1)OCO3)CC2 (stereo not given),1
O=C(NNC(=O)c1sc2cccc(Cl)c2c1Cl)Nc1ccccc1,-1
COCCN1CCN(C(=O)CC2(c3ccccc3)CC(=O)N(CCCOc3cccnc3)C2=O)CC1 (stereo not given),-2
CCOc1ccc(CCNC(=O)CN2C(=O)COc3ccc(S(=O)(=O)N4CCC(C)CC4)cc32)cc1,9
CCOC(=O)C1(CCc2ccccc2)CCCN(C(=O)CCN2CCCCO2)C1 (stereo not given),7
Cc1ccc(C(=O)Nc2ccc(F)c(Cl)c2)o1,-6
CCN(CC)C(=O)COc1ccc(-c2nnc(Nc3ccc(OC)c(C(=O)NC)c3)c3ccccc23)cc1,1
FC(F)(F)c1nnc2sc(COc3ccc(Cl)cc3)nn12,2
C=CCNS(=O)(=O)c1ccc(C(=O)Nc2ccccc2)cc1,-12
O=C(COc1cccc2ccccc12)Nc1ccncc1,6
CCn1ccc2cc(S(=O)(=O)N3CCC(C(=O)NCCc4ccc(C)cc4)CC3)ccc21,-3
C=CC[C@@H]1CC=C[C@@H](C)N1C(=O)c1cc(OC)ccc1OC1CCN(C(=O)C2CC2)CC1,14
Cc1ccc(CN2CCSc3ccc(C(=O)NCCc4ccccc4)cc32)cc1,-8
CCOc1ccc(CCNC(=O)c2cn(C)c3ccc(S(=O)(=O)N4CCCCCC4)cc3c2=O)cc1OCC,4
CCN(CC1CCN(C2CCN(C)CC2)CC1)C(=O)c1cc(C)[nH]n1,26*
CCCOC(=O)c1cccc(NC(=O)C(C(C)C)N2C(=O)c3ccccc3C2=O)c1 (stereo not given),2
CC(C)(C)C(=O)N1CCN(Cc2cccc(F)c2)CC1,-3
Cc1ccc(C(=O)C2C(=O)C(=O)N(CC3CCCO3)C2c2cccc(Br)c2)o1 (stereo not given),9
COc1cc(/C=C2\N=C(c3ccccc3Cl)OC2=O)ccc1OCc1ccccc1F,-5
CCc1[nH]c2ccccc2c1C(=O)C(F)(F)F,-4
Cc1cccc(NC(=O)N2CCC(CN3CCc4ccccc4C3)CC2)c1C,-5
Oc1ccccc1/C=N/Nc1nc2ccccc2n2nnnc12,4
CC(C)CCNC(=O)c1ccc2c(c1)NC(=O)C(CS(=O)(=O)Cc1cccc(Br)c1)N2 (stereo not given),5
O=C1C(c2ccccc2)=NOC12CCCCC2,-11
O=C(N/N=C/C=C\c1ccco1)c1ccc(=O)[nH]n1,8
CCc1ccc(C2c3c(n[nH]c3-c3ccc(C)cc3)OC(=N)C2C#N)cc1 (stereo not given),1
Fc1ccc(Oc2ncccn2)c(F)c1,2
COc1ccc(C)cc1NC(=O)CSc1nnc(CNC(=O)c2cccc(Cl)c2)n1C,5
CN(Cc1cccnc1)Cc1nc(Cc2ccccc2F)no1,-2
CC(=O)c1nn(-c2ccccc2)cc1C(=O)c1ccc(-c2ccccc2)cc1,10
# (list continues)
SMILES,RBX1-CUL1 inh
CCOC(=O)/C=C/C(=O)n1nc(-c2ccccc2)c2c1C(C(C)C)CCC2C (stereo not given),0
CSc1ncc(C(=O)N2CCN(c3ccc(Cl)cc3)CC2)c(C)n1,-1
Cc1cccc(NC(=O)Cn2nc(N3CCN(c4ccccc4)CC3)ccc2=O)c1C,-4
CCCCN(C)C(=O)C1CCCN(C2CCN(C3Cc4ccccc4C3)CC2)C1 (stereo not given),0
COc1ccc(-c2nc(CN3CCC(C(=O)NCCCN4CCN(c5ccccc5F)CC4)CC3)c(C)o2)cc1OC,-5
Nc1nc[n+](Cc2ccccc2)c2nc[nH]c12,-7
O=C(NCc1ccc(OC(F)(F)F)cc1)C1CCN(c2ccccc2)C1=O (stereo not given),11
Cc1ccc(C)c(C(=O)CSc2nnc(-c3ccc(Br)cc3)o2)c1,-7
Cc1cc(C)cc(-n2ccnc2SCC(=O)Nc2cccc3ccccc23)c1,-10
COC(=O)c1ccccc1NC(=O)COCc1cc(-c2cccs2)on1,-4
Cc1nn(Cc2ccc(C(=O)NCc3ccc(Cl)cc3Cl)o2)c(C)c1Br,0
CCOc1ccccc1NC(=O)Nc1cc(C(=O)NCc2ccc(C)cc2)ccc1N1CCCC1,7
COc1ccc(NC(=O)C2C(C)=Nc3nc(CCCO)nn3C2c2ccc(Cl)cc2)cc1 (stereo not given),-6
O=C(Nc1ccc2c(c1)OCO2)c1cc2nc(-c3ccc(F)cc3)cc(C(F)(F)F)n2n1,-1
Cc1cnc(NC(=O)C23CC4CC(C2)CC(n2cnc(Br)n2)(C4)C3)s1,2
COCc1ccc(C(=O)Nc2ccc(-c3nc(CNC(=O)c4cccc5nccnc45)c(C)o3)cc2)o1,3
CC(C)N(C(=O)CSc1nc2c([nH]1)c(=O)n(C)c(=O)n2C)c1ccccc1,7
CCOC(=O)c1c(-c2ccc(OC)cc2)csc1NC(=O)CSc1nnc2ccccn12,1
NS(=O)(=O)c1ccc(NCC2=NC(=O)NC(=O)C2)cc1,3
CCCN(C(C)=O)c1ccccc1C(=O)O,0
O=C(NCCc1ccccc1)c1ccc2c(c1)N(Cc1ccccc1)C(=O)c1ccccc1S2=O (stereo not given),-1
O=C(Oc1ccc2c(Br)cccc2c1)c1cccc(F)c1,-8
CC(C)(C)c1ccc(C(=O)Oc2cccc(NC3NS(=O)(=O)C4CCCCC34)c2)cc1 (stereo not given),-6
CCOC(=O)N1CCc2c(sc(NC(=O)CN)c2C(=O)c2ccccc2Cl)C1,3
CCOc1ccc2ccccc2c1C(=O)N1CCCCC1,-5

# Four compounds from above, ordered by their value in RBX1-CUL1 inh, low to high.
SMILES,RBX1-CUL1 inh
CCn1cc2nc(SCc3ccccc3Cl)n(Cc3ccc(OC)cc3)c(=O)c2n1,-14
Cc1ccc(CN2CCSc3ccc(C(=O)NCCc4ccccc4)cc32)cc1,-8
CCN(C(=O)c1cn(-c2cccc(OC)c2)c(=O)c2ccccc12)c1ccccc1C,2
COc1ccc(C)cc1NC(=O)CSc1nnc(CNC(=O)c2cccc(Cl)c2)n1C,5

# The list continues:
SMILES,RBX1-CUL1 inh
CCOc1cc(CNCCO)cc(Br)c1OCc1ccc(F)cc1,-3
OCC1(CC2CCCCO2)CCN(CCCc2ccccc2)CC1 (stereo not given),9
COc1cc(C=Nc2ccc(C)c(F)c2)c([N+](=O)[O-])cc1OC,-7
CCOCc1nnc(NC(=O)CSc2ccccc2)s1,3
S=C1CNC(=S)c2ccccc2N1,-1
CN(C)c1cnn(CC(=O)N2CCCN(c3ncccn3)CC2)c(=O)c1,6
CCCCOc1ccccc1C(=O)Nc1onc2c1CCCC2,5
O=C(c1ccccc1)N1CCCCC(Sc2nnnn2-c2ccccc2)C1=O (stereo not given),6
Cn1c[n+](C)cc1-c1ccc(C(=N)N)cc1,-12
CN(C(=O)Cn1cc(S(=O)(=O)N2CCN(c3ccccc3F)CC2)c2ccccc2c1=O)c1ccc(Cl)cc1,3
CCOCCCNC(=S)NC1CCCC1,9
CCn1nc(C(=O)Nc2cccc3ccccc23)c(Cl)c1Cl,14
CCN1CCN(C(=O)c2cnn(-c3nccc(-c4cccc(OC)c4)n3)c2C2CC2)CC1,1
Cc1c(Cl)cccc1-n1cnc(=O)c2ccccc21,-5
COc1cc(/C=C/c2nc3ccccc3[nH]c2=O)cc(OC)c1OC,3
CCCn1nnc(NC(=S)NC(=O)c2cc(Br)ccc2OC)n1,1
C=CCn1c(SCC(=O)NCCc2ccccc2)nc2sc3c(c2c1=O)CCCC3,6
O=C(OCc1cc(=O)n2nc(-c3cccs3)sc2n1)c1ccccc1,-10
CC(=O)Nc1ccc(NC(=O)C2CCN(c3cnccn3)CC2)cc1,0
Cc1oc(-c2ccc(NC(=O)Cc3ccccc3)cc2)nc1CNC(=O)c1ccc2ccccc2n1,9
COc1ccc(N=CC2C(=O)N(C3CCCCC3)C(=O)N(C3CCCCC3)C2=O)cc1OC,11
Cc1ccccc1N1CCN(CCCCN2C(=O)C3CCCN3C2=O)CC1 (stereo not given),-2
COc1ccc(-c2cc(C(=O)O)nn2C2CCS(=O)(=O)C2)cc1 (stereo not given),2
COc1ccccc1N1CCN(C(=O)c2sc3nc4n(c(=O)c3c2C)CCC4)CC1,5
Cn1c(=O)c2c(nc(-c3ccccc3)n2C)n(Cc2ccccc2)c1=O,-2

# Records above marked active in RBX1-CUL1 inh.
SMILES,RBX1-CUL1 inh
CCN(CC1CCN(C2CCN(C)CC2)CC1)C(=O)c1cc(C)[nH]n1,26*

# The list goes on.
SMILES,RBX1-CUL1 inh
Clc1cccc(-n2nnnc2SCc2ccccc2Cl)c1,2
CCc1ccc(C2CC(=O)Nc3cc4c(cc32)OCO4)cc1 (stereo not given),-9&9
COc1ccc(C)cc1N(C)C(=O)c1sc2nc3n(c(=O)c2c1C)CCCCC3,17
CC(C)CNc1cc(NC2CCCCC2)c2c3c(onc13)-c1ccccc1C2=O,-10
Cc1ccc(NC(=O)CSc2cn(CC(=O)N3CCCCCC3)c3ccccc23)cc1,1
O=C1NC(=O)C2(CCCCCC2)N1,2
Brc1cc(Br)cc(/C=C\c2cc(Br)cc(Br)c2)c1,-7
COc1ccc(-c2csc(N)c2C(=O)OC(C)C)cc1OC,4
Cn1cc(CN2CC[C@@H](N3CCCCCC3)[C@H](O)C2)cn1,2
Cc1ccc(NC(=S)NC(=O)c2ccco2)cc1Cl,-6
CC1(C)COc2c(nc(-c3ccccc3)c3c2sc2c(=O)n(N)cnc23)C1,10
O=C(Nc1ccc(-c2cc3ccccc3oc2=O)cc1)c1ccc2ccccc2c1,-12
CCC1=C(C#N)C(=S)N=C2CCCC21 (stereo not given),-2
Cc1c(Cl)cccc1NC(=O)C(Sc1ccccc1)c1ccccc1 (stereo not given),-10
CCOc1ccc(N=C2c3ccccc3C(=O)C2c2ccccc2)cc1 (stereo not given),11
O=C(Cc1ccc2c(c1)OCO2)NCCN1Cc2ccccc2OC(c2ccccc2F)C1 (stereo not given),3
O=C(Nc1ccnn1C1CCN(C(=O)C2CCCCC2)CC1)C1CCOC1 (stereo not given),8
O=C(Nc1cccc(F)c1)c1ccc(CN2CCCCC2)cc1,1
COc1ccc(/C=N/NC(=O)c2sc3cc(F)ccc3c2Cl)cc1CN1CCOCC1,2
CCn1cc(C(=O)NCc2ccc(Cl)cc2)c(=O)c2cc(S(=O)(=O)N3CCc4ccccc4C3)ccc21,-10
CCOC(=O)C(CC(=O)c1ccccc1)(CC(=O)c1ccccc1)C(=O)OCC,-3
COc1ccc(/C=C2\CCCCC2=O)cc1,-2
Cc1ccc(OC(C)C(=O)NC2CCCC2)cc1 (stereo not given),6
CCOc1cc(/C=N/N=C(/c2ccccc2)C23CN4CN(CN(C4)C2)C3)ccc1O,-6
COc1ccc(Br)cc1C(=O)N/N=C/c1ccccc1[N+](=O)[O-],8
COC(=O)c1ccc(CSc2nc3c(c(=O)[nH]2)CCC3)cc1,7&14
CCC(=O)N1CCCC(CCc2cccc(OC)c2)C1 (stereo not given),-3
CC1=Nc2nc(SCc3ccccc3)nn2C(c2ccncc2)C1C(=O)Nc1ccccc1 (stereo not given),-15

# A portion from the list above, for reference:
SMILES,RBX1-CUL1 inh
Clc1cccc(-n2nnnc2SCc2ccccc2Cl)c1,2
CCc1ccc(C2CC(=O)Nc3cc4c(cc32)OCO4)cc1 (stereo not given),-9&9
COc1ccc(C)cc1N(C)C(=O)c1sc2nc3n(c(=O)c2c1C)CCCCC3,17

# This is a subset; rates above refer to the full screens.
